hcGAS lum: Primary biochemical luminescence assay for human cyclic GMP-AMP synthase inhibitors | Q8N884 | 290,000 tested, 0.081% active | recombinant h-cGAS, ATP depletion, Kinase-Glo luminescence | inhibition, % at 12.5 µM | AID 1259398, 2018;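 further: 0% = vehicle reaction and 100% = reaction without DNA for no activity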
Target sequence (Q8N884 whole entry, looked up): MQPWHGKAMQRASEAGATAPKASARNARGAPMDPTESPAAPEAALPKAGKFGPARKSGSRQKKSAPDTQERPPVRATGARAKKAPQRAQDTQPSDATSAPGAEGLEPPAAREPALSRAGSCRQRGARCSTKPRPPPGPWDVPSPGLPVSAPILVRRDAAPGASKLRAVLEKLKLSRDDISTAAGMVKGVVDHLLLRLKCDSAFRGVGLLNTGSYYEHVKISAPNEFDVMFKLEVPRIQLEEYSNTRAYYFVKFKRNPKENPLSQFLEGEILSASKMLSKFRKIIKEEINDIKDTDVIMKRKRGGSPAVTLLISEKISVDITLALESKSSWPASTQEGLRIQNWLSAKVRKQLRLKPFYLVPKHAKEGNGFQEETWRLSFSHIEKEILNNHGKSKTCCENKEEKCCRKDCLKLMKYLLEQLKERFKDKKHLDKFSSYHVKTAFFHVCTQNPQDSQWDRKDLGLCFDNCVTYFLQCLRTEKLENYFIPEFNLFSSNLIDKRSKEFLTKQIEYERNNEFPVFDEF
NPYLR7 agonist: agonists of mosquito NPYLR7 receptor, primary screen, cell-based, Aedes aegypti, calcium fluorescence, mosquito biting behavior | Aedes aegypti neuropeptide Y-like receptor 7 (NPYLR7) | HEK293T NPYLR7/Galpha15, GCaMP6s calcium fluorescence | activation, % at 10 µM | 270,000 tested, 0.15% active | AID 1259423, 2018; in the data active means activation above about 40%;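 further: 0% = vehicle and 100% = reference agonist at the receptor; some compounds past the cut are filed as inactive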
mcGAS inh: cyclic GMP-AMP synthase inhibitors, mouse, primary biochemical chemiluminescence; recombinant cGAS, Kinase-Glo ATP depletion luminescence; inhibition, % at 12.5 µM; 160,000 tested, 0.15% active;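 further: 0% = negative control wells and 100% = reference inhibitor with no enzyme activity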
* marks the source's active call; other numbers are inactive results; . = no result given; & = joins results of further samples. Unless noted, no stated cut-off is given here; in the data, active means inhibition above about 40%; inactive means the rest. Some of the compounds tested (hit frequency here may not be typical).

A first look, 17 compounds:
Results follow in this order: hcGAS lum | NPYLR7 agonist | mcGAS inh
(1) CN1CCN(C(=O)Cc2c[nH]c3ccccc23)CC1C(=O)O (stereo not given)
    -7 | 9 | .
(2) O=C1c2ccccc2C2(c3ccc(Cl)cc3)NCCN12 (stereo not given)
    -13 | 16 | -2
(3) O=C1c2ccccc2-c2cccc3cccc1c23
    0 | . | -3
(4) S=P(Cc1ccccc1)(Cc1ccccc1)N1CCCCC1
    -6 | -4 | .
(5) CCS(=O)(=O)Nc1cccc(C(=C2CCCCC2)c2cnc[nH]2)c1
    -4 | 6 | -3
(6) CCn1ccc(C(=O)N2CCN(C)C3(CCN(C)CC3)C2)cc1=O
    -9 | 2 | .
(7) CCCCN1C(C)CCOP1(=O)Sc1ccccc1 (stereo not given)
    -6 | 6 | .
(8) O=C(c1cc([N+](=O)[O-])c[nH]1)C(Cl)(Cl)Cl
    0 | 0 | .
(9) Cc1ccc(-n2nc(-c3ccccc3)c3c2N(CC(=O)O)C(=O)CSC3c2ccc3c(c2)OCO3)c(C)c1 (stereo not given)
    -1 | 1 | -5
(10) c1ccc2c(c1)OCC(C1=NCCN1)O2 (stereo not given)
    3&-5&-10 | -7&1&-1 | -5&-5
(11) c1ccc(C2=NON3OC23c2ccccc2)cc1 (stereo not given)
    -8 | -6 | .
(12) CC(=O)OC(C)(C)C(=O)N1CCN(CCOC(c2ccccc2)c2cccc(C(F)(F)F)c2)CC1 (stereo not given)
    -4 | 17 | -8
(13) Cc1cccnc1NCCNC(=O)C1CC2(CCNCC2)CN1 (stereo not given)
    -4 | 22 | .
(14) COCCNC(=O)CN1C(=O)CSC(c2cccc(F)c2)c2c(-c3ccccc3)nn(-c3ccc(C)cc3C)c21 (stereo not given)
    -1 | 25 | 0
(15) NCCc1ccc(O)cc1
    -5&-2 | 12&0 | -6
(16) CS(=O)(=O)N(C1CC1)C1CCOC2(CCNCC2)C1 (stereo not given)
    -8 | . | -5
(17) CN1CCN(C(=O)Cc2cc(=O)[nH][nH]c2=O)CC1c1ccccc1 (stereo not given)
    -6 | 3 | .

The whole of this part, from the first entry:
Results follow in this order: hcGAS lum | NPYLR7 agonist | mcGAS inh
(1) CN1CCN(C(=O)Cc2c[nH]c3ccccc23)CC1C(=O)O (stereo not given)
    -7 | 9 | .
(2) O=C1c2ccccc2C2(c3ccc(Cl)cc3)NCCN12 (stereo not given)
    -13 | 16 | -2
(3) O=C1c2ccccc2-c2cccc3cccc1c23
    0 | . | -3
(4) S=P(Cc1ccccc1)(Cc1ccccc1)N1CCCCC1
    -6 | -4 | .
(5) CCS(=O)(=O)Nc1cccc(C(=C2CCCCC2)c2cnc[nH]2)c1
    -4 | 6 | -3
(6) CCn1ccc(C(=O)N2CCN(C)C3(CCN(C)CC3)C2)cc1=O
    -9 | 2 | .
(7) CCCCN1C(C)CCOP1(=O)Sc1ccccc1 (stereo not given)
    -6 | 6 | .
(8) O=C(c1cc([N+](=O)[O-])c[nH]1)C(Cl)(Cl)Cl
    0 | 0 | .
(9) Cc1ccc(-n2nc(-c3ccccc3)c3c2N(CC(=O)O)C(=O)CSC3c2ccc3c(c2)OCO3)c(C)c1 (stereo not given)
    -1 | 1 | -5
(10) c1ccc2c(c1)OCC(C1=NCCN1)O2 (stereo not given)
    3&-5&-10 | -7&1&-1 | -5&-5

Continuation:
Results follow in this order: hcGAS lum | NPYLR7 agonist | mcGAS inh
(11) c1ccc(C2=NON3OC23c2ccccc2)cc1 (stereo not given)
    -8 | -6 | .
(12) CC(=O)OC(C)(C)C(=O)N1CCN(CCOC(c2ccccc2)c2cccc(C(F)(F)F)c2)CC1 (stereo not given)
    -4 | 17 | -8
(13) Cc1cccnc1NCCNC(=O)C1CC2(CCNCC2)CN1 (stereo not given)
    -4 | 22 | .
(14) COCCNC(=O)CN1C(=O)CSC(c2cccc(F)c2)c2c(-c3ccccc3)nn(-c3ccc(C)cc3C)c21 (stereo not given)
    -1 | 25 | 0
(15) NCCc1ccc(O)cc1
    -5&-2 | 12&0 | -6
(16) CS(=O)(=O)N(C1CC1)C1CCOC2(CCNCC2)C1 (stereo not given)
    -8 | . | -5
(17) CN1CCN(C(=O)Cc2cc(=O)[nH][nH]c2=O)CC1c1ccccc1 (stereo not given)
    -6 | 3 | .
(18) CC12C=CC(O1)C1C(=O)N(c3ccc4c(c3)OCO4)C(=O)C12 (stereo not given)
    -3 | -3 | -4
(19) Cc1ccc(CN2CCN(CCOC(c3ccccc3)c3ccc(F)c(F)c3)CC2)o1 (stereo not given)
    -5 | 0 | -7
(20) N#Cc1nn(-c2c(Cl)cc(C(F)(F)F)cc2Cl)c(N)c1S(=O)C(F)(F)F (stereo not given)
    -1 | 4 | .

(further entries)
Results follow in this order: hcGAS lum | NPYLR7 agonist | mcGAS inh
(21) O=C(CCCN1CCC(n2c(=O)[nH]c3ccccc32)CC1)c1ccc(F)cc1
    -6 | -8 | .
(22) O=C1OCCC1SCc1ccccc1 (stereo not given)
    -1 | 9 | .
(23) CCOC(=O)c1ccc(N2C[C@@H]3CNC[C@]3(C(=O)O)C2)nc1
    -9 | . | -12
(24) Cc1ccnc(NC(=O)CCC(=O)N2CCCN3CCC[C@H]3C2)c1
    0 | 5 | .
(25) Cc1cccn2c(=O)c3cc(C#N)c(=O)n(CCN4CCOCC4)c3nc12
    -3 | 0 | -1
(26) CCCc1nc(N2CCCC3(CCNC3)C2)c2cnn(C)c2n1 (stereo not given)
    -16 | . | -7
(27) CC(C)Cn1cc(C(=O)O)c2ccccc21
    2 | -2 | .
(28) OCc1ccccc1-c1ccc2c(c1)CNCC2
    -1 | . | -8
(29) COC1CC(O[C@H]2CC[C@]3(C=O)C4CC[C@]5(C)C(C6=CC(=O)OC6)CC[C@]5(O)C4CC[C@]3(O)C2)OC(C)C1O (stereo not given in full)
    -3 | . | -5
(30) CCN(CC)C(=O)c1ccc(N2C(=O)CC3CS(=O)(=O)CC32)cc1 (stereo not given)
    -3 | 0 | -2

The list goes on.
Results follow in this order: hcGAS lum | NPYLR7 agonist | mcGAS inh
(31) Cc1ccnc(NC(=O)c2cccn(Cc3cccc(C(F)(F)F)c3)c2=O)c1
    3 | 4 | .
(32) CCOc1cc(N(CC)CC)ccc1C=C1C(=O)NC(=S)NC1=O
    -9 | 2 | -2
(33) Cc1cc(C)cc(COc2coc(CN3CCN(C(=O)COc4c(F)c(F)c(F)c(F)c4F)CC3)cc2=O)c1
    3 | 8 | 1
(34) O=C(c1cn(CC2CCCCC2)nn1)N(Cc1ccccc1)CC1CCC1
    -3 | -2 | -7
(35) Cc1ccc(N2C(=O)NC(=O)/C(=C\c3ccc(C)o3)C2=O)cc1
    -5 | -9 | -6
(36) CCCCOC1CC(NC)C1(C)C (stereo not given)
    -8 | 5 | .
(37) O=C(c1cc2ccccc2s1)N1CCN(CCOC(c2ccccc2)c2ccccc2)CC1
    -9 | . | -9
(38) CCCCN(C)C(=O)c1nn(Cc2ccc(C(=O)N(C)Cc3ccccc3)cc2)c2ccccc12
    -6 | 15 | -6
(39) N#CC1C(=N)Oc2c(c(=O)oc3ccccc23)C1c1cccs1 (stereo not given)
    -4 | 5 | -3
(40) N#Cc1cc2c(nc1SCc1ccccc1Br)C1CCN2CC1
    -13 | -3 | .

Following part:
Results follow in this order: hcGAS lum | NPYLR7 agonist | mcGAS inh
(41) CON(C)S(=O)(=O)c1ccc(Cn2nc(C(=O)Nc3ccccc3-n3cccc3)c3ccccc32)cc1
    -7 | 12 | -4
(42) CCOC(=O)C1C(C(=O)OCC)C12C=Cc1ccccc12 (stereo not given)
    -3 | 9 | .
(43) CCn1cnc2c(Nc3cccc(Cl)c3)nc(N[C@@H]3CCCC[C@@H]3N)nc21
    -1 | 6 | -2
(44) CC(C)Oc1ccccc1CCNC1CCSC1 (stereo not given)
    -5 | 2 | -8
(45) CSc1ccc(C(=O)C2CCCN(CCC(=O)O)C2)cc1 (stereo not given)
    -6 | 5 | .
(46) CCN1C(=O)C2(c3ccccc31)c1oc(CO)cc(=O)c1OC(=N)C2C(=O)OC (stereo not given)
    -4 | 7 | -9
(47) CC(C)=CCCC1(C)C=Cc2c(O)c3c(c(CC=C(C)C)c2O1)OC12C(=CC4CC1C(C)(C)OC2(C/C=C(/C)C(=O)O)C4O)C3=O (stereo not given)
    -3 | -8 | .
(48) CCN(CC)P1(=S)c2c(c3ccccc3n2C)C=NN1c1ccccc1 (stereo not given)
    1 | 4 | .
(49) COc1ccc(CC2c3cc(OC)c(OC)cc3CCN2C)cc1OC (stereo not given)
    -7 | -3 | .
(50) Cc1ccc(NC(=O)C(C2CCCC2)N2CCN(C(=O)Cc3cccs3)CC2)cc1F (stereo not given)
    -3 | -6 | -4

(cont.)
Results follow in this order: hcGAS lum | NPYLR7 agonist | mcGAS inh
(51) Cc1nc(SCC(=O)N2C[C@@H](c3ccccc3)[C@@H]3[C@H]2C2CCN3CC2)n[nH]1
    -6 | . | -14
(52) Cc1cccc2c(CCNC(C)Cn3cncn3)c[nH]c12 (stereo not given)
    -9 | 17 | .
(53) O=C(NCc1ccc(-c2ncc(-c3ccc(F)cc3)[nH]2)cc1)c1ccc(S(=O)(=O)F)cc1
    1 | 24 | -4
(54) CCOc1ccc(C(=O)Nc2ccc3[nH]cc(CCN4CCCC4)c3c2)cc1
    -3 | 9 | -2
(55) CN1CCN(c2nc3ccccc3nc2Cl)CC1
    -10 | -3 | -11
(56) CN1C(=C2C=NN(C)P2(=S)N2CCCC2)C(C)(C)c2ccccc21 (stereo not given)
    -8 | 8 | .
(57) COc1ccccc1C(=O)Nc1cccc(N2CCC(NC(C)Cc3cncs3)CC2)c1 (stereo not given)
    -9 | 25 | -12
(58) Cc1cc(-c2ccc(C=C3C(=O)NC(=O)NC3=O)o2)ccc1[N+](=O)[O-]
    -6 | -12 | -5
(59) C#CCN(C)S(=O)(=O)c1ccc(Cn2nc(C(=O)Nc3ccc(C(C)C)cc3)c3ccccc32)cc1
    -8 | 21 | -5
(60) Cc1cc(C=C2C(=O)NC(=S)NC2=O)c(C)n1C1CCCC1
    -5 | 14 | .

Other compounds follow:
Results follow in this order: hcGAS lum | NPYLR7 agonist | mcGAS inh
(61) Cc1ccc(NC(=O)CN2CN(c3ccccc3)C3(CCNCC3)C2=O)cc1C
    -7 | -5 | -6
(62) CCCc1cncnc1N1CCN2CCN(C)C(=O)C2C1 (stereo not given)
    -4 | 14 | -15
(63) CSc1nc(NC(C)C)c2cnn(CCN)c2n1
    -10 | -3 | .
(64) O=C(O)CN1C2=[N+](CCS2)CC1c1ccccc1 (stereo not given)
    4 | -3 | .
(65) CCON1C(=O)C2C3OC(C2C1=O)C1C3C2(Cl)C(Cl)=C(Cl)C1(Cl)C2(Cl)Cl (stereo not given)
    -8 | -1 | -7
(66) COc1cccc2sc(N(CCN(C)C)C(=O)Cc3ccc(F)cc3)nc12
    -7 | 1 | -10
(67) CCOC(=O)CN1C(=O)C2(c3ccccc31)c1c(cc(C)n(CC)c1=O)OC(=N)C2C(=O)OCC (stereo not given)
    -8 | -1 | -8
(68) CCCN(CCC)[C@H]1CCc2c(F)ccc(O)c2C1
    10 | 4 | -3
(69) CN1c2ccccc2C(NCCCCCCC(=O)O)c2ccc(Cl)cc2S1(=O)=O (stereo not given)
    -2&-6 | -13&-7 | -8
(70) CC(Cc1ccc(Cl)cc1Cl)NC(=O)N(C)C1CCOCC1 (stereo not given)
    -5 | -25 | .

Fetched by compound from the entries so far (two):
Results follow in this order: hcGAS lum | NPYLR7 agonist | mcGAS inh
(62) CCCc1cncnc1N1CCN2CCN(C)C(=O)C2C1 (stereo not given)
    -4 | 14 | -15
(61) Cc1ccc(NC(=O)CN2CN(c3ccccc3)C3(CCNCC3)C2=O)cc1C
    -7 | -5 | -6

Additional entries:
Results follow in this order: hcGAS lum | NPYLR7 agonist | mcGAS inh
(71) O=C(CN1CCCC1=O)NC(C1CC1)C1CC1
    -7 | 9 | .
(72) O=C1NC(=S)NC(=O)C1=Cc1cn(-c2ccccc2)nc1-c1cc2c(ccc3ccccc32)oc1=O
    -8 | 3 | -5
(73) COc1ccccc1CNC(=O)CN1[C@@H]2CC[C@H]1CC(O)C2 (stereo not given in full)
    -1 | 0 | .
(74) c1ccc([C@@H]2CN(Cc3cccc4ncccc34)[C@@H]3C4CCN(CC4)[C@@H]32)cc1
    -5 | -3 | .
(75) CN1CCC(N2C[C@@H]3C[C@H](C2)c2c(NC(=O)Nc4cccc(F)c4)ccc(=O)n2C3)CC1
    -6 | -8 | -6
(76) C=CCN1CC[C@]23c4c5ccc(O)c4OC2C(=O)CC[C@@]3(O)[C@H]1C5 (stereo not given in full)
    -2&-3 | -6&-2 | .
(77) O=S(=O)(c1cc(Br)c(Br)s1)N1CCN(CCOC(c2ccccc2)c2cccc(C(F)(F)F)c2)CC1 (stereo not given)
    5 | 4 | 2
(78) C[C@H]1C2Cc3ccc(O)cc3[C@@]1(C)CCN2CC1CC1
    -2 | -1 | -3
(79) Cc1ccccc1-n1c(Cn2cnc3c(N)ncnc32)nc2cccc(C)c2c1=O
    -8 | -5 | -10
(80) COc1cc(NC(=O)N2CCN(CCOC(c3ccccc3)c3cccc(C(F)(F)F)c3)CC2)cc(OC)c1 (stereo not given)
    -2 | 24 | -6

Continuation:
Results follow in this order: hcGAS lum | NPYLR7 agonist | mcGAS inh
(81) Cc1cc(NS(=O)(=O)c2ccc(C#N)c(C(F)(F)F)c2)ccn1
    -7 | -3 | .
(82) O=C(CC1=CCCCC1)N1[C@H]2CCNC[C@@H]1CC2
    -6 | 20 | .
(83) CCOC(=O)CCC(=O)N1CCN(CCOC(c2ccccc2)c2ccc(F)c(F)c2)CC1 (stereo not given)
    -4 | 17 | -7
(84) Cc1ccc2nc(CN3C[C@@H]4C[C@@H](C3)c3cccc(=O)n3C4)nc(N3CCSCC3)c2c1
    -5 | 18 | .
